# Screening data: PubChem, several laboratories
# Measles CPE – protection of cells from measles virus | Measles virus-infected cells, CPE protection, absorbance | protection (pct of control), % at 4 µM | actives 1.5% (n = 140,000); in the data active = protection mostly above about 24%, no sharp cut-off; inactive = mostly below about 26%; note: some compounds called inactive have numbers as strong as hits
# HCT116 PTEN-null – PTEN-deleted cell growth suppression; HCT116 PTEN-null viability, CellTiter-Glo, 60 h; active compounds read low; viability, % at 10 µM; actives 1.2% (n = 140,000);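 active = viability at or below a set limit, 4 SD under the median of all tested compounds, cut at about 3.7% in these data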;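 note: PTEN knockout HCT116 line with beta catenin targeted HCT116 as companion control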
# E-sel TNF inh – blocks E-selectin expression induced by TNF alpha. actives 0.71% (n = 120,000). HUVEC TNFa-induced E-selectin immunofluorescence, high content. inhibition, % at 2 µM;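 active = inhibition above the batch mean plus 3 SD, and confirmed as a hit on visual image review, cut at about 43% in these data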;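 note: 0% = TNF-stimulated DMSO wells and 100% = unstimulated control wells; not every result past the cut was called active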
# NPY Y2 blocker – NPY-Y2 (human) receptor antagonism. AID 793. NPY-Y2 expressing cells, antagonist mode. inhibition, % at 2.7 µM. actives 0.99% (n = 140,000); in the data active = inhibition above about 17%;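 note: 0% = vehicle with agonist challenge and 100% = reference antagonist with challenge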
# Target sequence (P49146 whole entry, looked up): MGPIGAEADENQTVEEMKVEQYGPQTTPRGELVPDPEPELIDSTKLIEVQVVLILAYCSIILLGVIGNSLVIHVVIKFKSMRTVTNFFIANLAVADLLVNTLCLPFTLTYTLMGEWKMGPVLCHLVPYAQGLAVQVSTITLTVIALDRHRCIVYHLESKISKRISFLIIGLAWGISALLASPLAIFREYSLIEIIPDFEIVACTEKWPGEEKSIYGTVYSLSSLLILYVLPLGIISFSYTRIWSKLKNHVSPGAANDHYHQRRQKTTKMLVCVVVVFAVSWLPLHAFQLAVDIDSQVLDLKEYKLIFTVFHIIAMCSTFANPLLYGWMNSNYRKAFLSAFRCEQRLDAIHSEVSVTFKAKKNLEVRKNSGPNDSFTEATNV
# Yeast lifespan up – yeast lifespan extension | S. cerevisiae growth with nicotinamide, OD615; deaD strain in restrictive glucose medium | inhibition of the nicotinamide effect, % at 10 µM | actives 0.68% (n = 130,000) | AID 775;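 active = inhibition above a set limit, placed 3 SD over the median of all compounds, cut at about 26% in these data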;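 note: 0% = nicotinamide-treated wells and 100% = cells grown without nicotinamide; some compounds called inactive have numbers as strong as hits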
#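 System: DeaD-strain S. cerevisiae / Buffer or medium: CSMM-D, restrictive glucose (dextrose) synthetic minimal medium / Probe or stimulus: nicotinamide, 1.5 mM, co-present with compound / Compound: one concentration, 10 µM, DMSO 0.25% / Incubation: 48 h compound exposure at 30 °C, humidified / Technique: optical density (absorbance) at 615 nm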
# MRP1 act – MRP-1 activation. H69AR cells + doxorubicin, viability rescue, CellTiter-Glo. viability increase, % at 10 µM. actives 0.61% (n = 140,000);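 active = viability gain under doxorubicin at or above a set limit, the compound median plus 3 SD, cut at about 4.7% in these data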;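 note: MRP-1 overexpressing cells given doxorubicin 25 µM after compound pretreatment; 18-22 h compound pretreatment then 72 h with doxorubicin before readout; 0% = doxorubicin-only wells and 100% = vehicle-treated cells without doxorubicin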
# GALR2 blocker – antagonists of human galanin receptor 2 (GALR2) | O43603 | GALR2-expressing cells, antagonist mode | inhibition, % at 4 µM | actives 0.39% (n = 140,000); in the data active = inhibition above about 27%;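 note: cells stimulated with galanin 1-16 at roughly its EC80; 0% = agonist challenge control and 100% = basal control without agonist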
# Target sequence (O43603 whole entry, looked up): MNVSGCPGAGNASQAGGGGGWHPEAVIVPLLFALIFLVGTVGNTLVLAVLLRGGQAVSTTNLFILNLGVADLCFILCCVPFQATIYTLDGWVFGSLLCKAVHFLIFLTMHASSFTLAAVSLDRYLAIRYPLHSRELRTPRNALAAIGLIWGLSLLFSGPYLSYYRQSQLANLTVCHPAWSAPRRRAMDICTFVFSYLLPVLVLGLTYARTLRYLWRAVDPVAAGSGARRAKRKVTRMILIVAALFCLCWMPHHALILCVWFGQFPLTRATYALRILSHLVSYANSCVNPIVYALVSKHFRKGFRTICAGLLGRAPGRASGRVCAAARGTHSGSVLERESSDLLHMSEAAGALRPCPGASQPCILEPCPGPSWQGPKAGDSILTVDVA
# bCat KO growth – beta-catenin-lacking colon tumor cell growth suppression. viability, % at 10 µM. actives 1.5% (n = 140,000). HCT116 beta-catenin knockout viability, CellTiter-Glo, 60 h; active compounds read low;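 active = viability at or under a set limit, the compound median less 4 SD, cut at about 6% in these data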;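 note: 0% = Hyamine 1622 control at 20 µM and 100% = untreated cell control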
# Phagocytosis inh – inhibitors of macrophage phagocytosis; J774A.1 macrophage IgG-bead phagocytosis, imaging; inhibition, % at 5 µM; actives 0.07% (n = 110,000);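 active = inhibition above the mean of the plate negative controls plus 5 SD, cut at about 13% in these data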;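 note: phagocytic index as fraction of beads internalized from green versus red external bead signal; plate controls were DMSO negative control for no effect and cytochalasin-D positive control for full effect; some results beyond the cut were filed as inactive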
# Yeast growth inh – chemicals that inhibit yeast BB579 growth in restrictive medium (lifespan-shortening candidates) | AID 804 | inhibition, % at 10 µM | S. cerevisiae BB579 growth, OD615, 48 h | actives 0.51% (n = 140,000);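 active = inhibition above a set limit, 3 SD over the mean compound inhibition, cut at about 44% in these data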; note: inactives centre near -24
#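 Test system: Saccharomyces cerevisiae DeaD strain BB579, replicative lifespan model yeast | Buffer or medium: Restrictive CSMM-D medium | Doses: One dose, 10 µM compound with 0.25% DMSO | Incubation: 48 h exposure, 30 °C | Detection: Culture absorbance at 615 nm | Control set: Amphotericin B at 10 µg/mL as positive control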
# * = called active by the depositor; x = not tested or not shown.
[1] COc1ccc(C(CC(=O)c2ccccc2)S(=O)(=O)c2ccc(C)cc2)cc1 (stereo not given)
[2] Cc1ccc(NC(=O)c2cc(Cl)ccc2[N+](=O)[O-])cc1C
[3] Cc1cc(C)c(NC(=O)C2CCCN2CCC(C)C)c(C)c1 (stereo not given)
[4] Cc1cn(COC/C=C/c2ccccc2)c(=O)[nH]c1=O
[5] COCCc1nnc(NC(=O)Cc2ccccc2)s1
[6] CCSc1nnc(Cn2c(=O)sc3ccccc32)n1-c1ccc(OC)cc1
[7] CCOC(=O)c1ccc(N2C(=O)C(O)=C(C(C)=O)C2c2ccc(O)c(OC)c2)cc1 (stereo not given)
[8] O=C(CCCn1c(=O)oc2ccccc21)N1CCc2ccccc2C1
assay / entry	1	2	3	4	5	6	7	8
Measles CPE	4.0	30.4	4.9	8.4	4.3	9.9	4.2	21.6
HCT116 PTEN-null	13.4	91.0	90.7	101.1	108.4	102.0	86.3	102.5
E-sel TNF inh	-29.6	x	-21.3	2.4	-47.3	-13.5	-17.7	x
NPY Y2 blocker	7.0	0.7	5.2	-2.6	0.9	8.6	1.3	7.5
Yeast lifespan up	-15.3	3.0	x	-20.2	-7.3	5.2	17.1	-8.0
MRP1 act	-2.3	-1.4	-3.0	0.6	-0.1	-2.2	0.2	-3.8
GALR2 blocker	6.5	7.8	-3.5	1.2	-1.1	11.4	7.7	-6.9
bCat KO growth	10.3	85.8	82.0	103.5	112.1	94.8	101.3	98.2
Phagocytosis inh	-3.9	0.8	x	-0.1	-2.4	x	5.8	-0.7
Yeast growth inh	-19.5	0.1	-21.1	-37.2	-20.8	-27.6	-27.4	-14.2

[9] Cc1cc(C)nc(/N=C2\NC(=O)CC(C(=O)O)N2CCc2c[nH]c3ccccc23)n1 (stereo not given)
[10] CC1(C)CC(CC(=O)Nc2ccc([N+](=O)[O-])cc2)C(=O)O1 (stereo not given)
[11] Cc1ccc(S(=O)(=O)C2(C(=O)N3CCCC(C)C3)CC2)cc1 (stereo not given)
[12] COC(=O)c1ccc(NC(=O)CCn2cccc2)cc1
[13] O=C(OCCN1C(=O)c2cccc3c(N4CCOCC4)ccc(c23)C1=O)c1cccc(Cl)c1
[14] Cc1ccc(Oc2cc(NC(=O)CCCn3nc([N+](=O)[O-])c(Cl)c3C)cc([N+](=O)[O-])c2)cc1
[15] CC1(C)S[C@@H]2[C@H](NC(=O)[C@H](C(=O)O)c3ccsc3)C(=O)N2[C@H]1C(=O)O
[16] COc1cccc(C(=O)COc2ccccc2-c2ccccc2)c1
assay / entry	9	10	11	12	13	14	15	16
Measles CPE	2.1	35.0*	12.8	1.3	10.6	2.5	4.2	4.5
HCT116 PTEN-null	93.2	101.5	104.1	81.8	20.3	59.2	103.5	88.0
E-sel TNF inh	x	7.2	x	x	1.1	1.7	x	-29.4
NPY Y2 blocker	-0.4	0.2	2.1	-0.7	20.4*	3.5	-2.6	3.7
Yeast lifespan up	0.8	-5.7	-7.0	-19.1	8.6	-0.7	6.5	-8.2
MRP1 act	-1.4	-1.2	-0.6	-1.3	-3.4	-1.0	-0.9	-1.9
GALR2 blocker	-2.7	12.2	-9.3	-16.9	16.8	-3.9	-0.9	-5.2
bCat KO growth	93.9	92.6	96.7	80.8	21.9	68.9	93.3	87.4
Phagocytosis inh	-0.6	x	5.4	0.5	1.2	-1.8	x	-1.4
Yeast growth inh	-23.0	-26.0	-13.3	-27.5	-5.9	-62.4	-18.6	-20.1

# Pulled by structure from the entries so far (three):
[13] O=C(OCCN1C(=O)c2cccc3c(N4CCOCC4)ccc(c23)C1=O)c1cccc(Cl)c1
[16] COc1cccc(C(=O)COc2ccccc2-c2ccccc2)c1
[14] Cc1ccc(Oc2cc(NC(=O)CCCn3nc([N+](=O)[O-])c(Cl)c3C)cc([N+](=O)[O-])c2)cc1
assay / entry	13	16	14
Measles CPE	10.6	4.5	2.5
HCT116 PTEN-null	20.3	88.0	59.2
E-sel TNF inh	1.1	-29.4	1.7
NPY Y2 blocker	20.4*	3.7	3.5
Yeast lifespan up	8.6	-8.2	-0.7
MRP1 act	-3.4	-1.9	-1.0
GALR2 blocker	16.8	-5.2	-3.9
bCat KO growth	21.9	87.4	68.9
Phagocytosis inh	1.2	-1.4	-1.8
Yeast growth inh	-5.9	-20.1	-62.4

# Next part
[17] CCCC1(C(=O)O)NC(c2ccccc2O)C2C(=O)N(Cc3ccccc3)C(=O)C21 (stereo not given)
[18] CC1(C)C(c2ccccc2)=[N+]([O-])C2(CCCCC2=O)N1O (stereo not given)
[19] CCCCNC(=S)NCc1ccc2c(c1)cc(C)n2C
[20] Cc1cccc(-n2c(O)c(C=Nc3c(C)n(C)n(-c4ccccc4)c3=O)c3ccccc3c2=O)n1
[21] CC(C)OC(=O)c1nn2c(C(F)(F)F)cc(-c3ccco3)nc2c1Cl
[22] CCCCOC(=O)n1ccc(C(=O)Nc2ccccc2OC)n1
[23] Cc1cc(C)cc(OCC(=O)NCCN2CCOCC2)c1
[24] O=C(CCc1ccc(Oc2cc([N+](=O)[O-])cc([N+](=O)[O-])c2)cc1)NC1CCCC1
assay / entry	17	18	19	20	21	22	23	24
Measles CPE	2.9	21.2	8.6	11.2	11.4	17.6	5.2	15.9
HCT116 PTEN-null	115.2	99.2	73.9	110.1	94.4	111.3	100.0	87.6
E-sel TNF inh	x	-6.6	-1.4	x	-18.5	-2.2	x	-8.1
NPY Y2 blocker	1.6	-0.5	5.3	11.6	0.7	2.2	-1.6	4.6
Yeast lifespan up	-2.9	x	-2.2	-13.0	x	-7.8	-6.3	0.0
MRP1 act	-0.7	-0.6	0.3	-0.5	-2.9	1.5	-1.2	-1.9
GALR2 blocker	3.7	10.8	11.9	-7.3	1.4	6.0	2.1	-6.1
bCat KO growth	102.9	102.5	76.7	96.5	91.3	103.9	100.7	87.5
Phagocytosis inh	0.5	x	x	x	x	x	4.3	-5.4
Yeast growth inh	-46.5	-13.5	44.7*	-29.1	-49.4	-49.7	-21.6	-15.2

[25] Cc1cc(NC(=O)CSc2nc(C3CCCCC3)nc3ccccc23)no1
[26] Cc1ccc(NC(=O)COC(=O)Cn2c(C)csc2=O)cc1
[27] CCOC(=O)c1sc(NC(=O)c2cccs2)cc1C
[28] O=C(c1ccc2c(c1)N(Cc1ccccc1)CCS2)N1CCCCC1
[29] COc1cccc(NC(=O)CC(c2ccc(OC(C)C)cc2)c2ccccc2OC)c1 (stereo not given)
[30] Cc1cccc(N(CC(=O)Nc2c(C)n(C)n(-c3ccccc3)c2=O)S(C)(=O)=O)c1C
[31] Cc1ccc(CC(=O)N/N=C/c2ccc(OC(=O)c3ccc([N+](=O)[O-])cc3)cc2)cc1
[32] CCC(=O)Nc1cccc(-c2csc(-c3ccccc3)n2)c1
assay / entry	25	26	27	28	29	30	31	32
Measles CPE	15.8	16.7	4.5	3.5	9.0	0.3	5.7	6.3
HCT116 PTEN-null	84.6	113.8	66.0	79.9	66.3	105.7	96.3	89.4
E-sel TNF inh	19.1	13.4	16.2	x	3.6	9.5	29.7	-5.3
NPY Y2 blocker	3.1	2.6	0.7	7.7	4.6	0.9	2.6	-1.7
Yeast lifespan up	3.5	-2.9	-20.1	-8.4	9.8	-5.9	-2.0	-7.2
MRP1 act	-2.5	-0.7	-2.8	-1.1	-2.6	-0.3	1.0	0.0
GALR2 blocker	2.3	-0.5	5.6	8.8	-1.5	-22.0	0.9	2.0
bCat KO growth	82.5	95.9	63.0	79.2	72.9	102.2	95.6	88.3
Phagocytosis inh	-0.6	-0.2	-1.3	-0.7	-9.2	-1.5	-9.7	-0.1
Yeast growth inh	-47.2	-79.0	-28.7	-6.7	-29.2	-42.3	-18.8	-7.2

[33] Cc1noc(COc2ccccc2OCc2onc(C)c2Cl)c1Cl
[34] CCN(CC)CCOC(=O)CCc1cccc2ccccc12
[35] O=C(NCC(c1cccs1)N1CCOCC1)c1ccc(Cl)s1 (stereo not given)
[36] CCOC(=O)C1(CCSC)NC(c2ccco2)C2C(=O)N(C)C(=O)C21 (stereo not given)
[37] O=C(COc1ccccc1)NCc1cccs1
[38] C=CCn1c(SCC(=O)NCc2ccc3c(c2)OCO3)nc2scc(-c3ccc(F)cc3)c2c1=O
[39] Cc1cc(C)n(-c2nnc(C)n2NS(=O)(=O)c2ccc(F)cc2)n1
[40] Cc1ccccc1C(=O)c1cccn1CC(=O)NCc1ccc2c(c1)OCO2
assay / entry	33	34	35	36	37	38	39	40
Measles CPE	5.5	5.7	4.8	4.3	2.8	16.0	5.0	1.8
HCT116 PTEN-null	66.1	127.6	20.6	103.2	89.3	73.2	94.8	121.2
E-sel TNF inh	-8.9	4.6	x	-16.1	-12.4	x	-4.7	-6.5
NPY Y2 blocker	4.8	14.8	2.7	1.0	0.2	14.6	-0.5	0.5
Yeast lifespan up	x	x	-12.6	-3.0	-21.4	-10.2	-4.3	0.0
MRP1 act	1.6	-0.9	-3.7	-3.1	-1.7	-4.5	1.5	-0.5
GALR2 blocker	-6.2	5.7	-3.0	4.5	10.2	2.1	14.4	-11.5
bCat KO growth	73.7	91.7	16.2	95.9	82.2	62.8	94.9	100.5
Phagocytosis inh	x	x	-0.1	-1.5	-3.4	-0.2	-2.6	x
Yeast growth inh	4.6	-34.0	-4.7	-38.7	0.9	-29.6	-17.3	-82.8

[41] CCC(=O)Oc1ccc2ccccc2c1CNC(=O)c1ccccc1
[42] O=C(NCCc1cccc(Cl)c1)c1cc([N+](=O)[O-])ccc1Cl
[43] COc1ccc(NC(=O)C2CCCN(S(=O)(=O)c3c(C)n[nH]c3C)C2)c(OC)c1 (stereo not given)
[44] COCCN(CCOC)C(=O)c1sc2nc(-c3ccccc3)cn2c1C
[45] C=CCn1c(-c2cccc(Cl)c2)n[nH]c1=S
[46] COc1ccc(OC(=O)c2cc3ccccc3o2)cc1
[47] CCN(CC)S(=O)(=O)c1ccc(-c2nnc(SCC(=O)N3c4ccccc4CC3C)o2)cc1 (stereo not given)
assay / entry	41	42	43	44	45	46	47
Measles CPE	x	3.6	3.0	18.1	6.1	11.2	14.9
HCT116 PTEN-null	70.7	73.7	100.2	105.3	102.0	93.8	69.3
E-sel TNF inh	x	0.8	x	23.7	-6.2	-2.0	4.3
NPY Y2 blocker	2.1	3.2	-0.5	2.1	3.4	1.8	-0.8
Yeast lifespan up	0.8	-1.8	-7.0	-6.1	-11.3	-0.4	-5.5
MRP1 act	1.5	-2.9	-0.3	-0.1	-0.7	-1.4	1.1
GALR2 blocker	13.2	16.4	2.5	-6.3	9.2	6.6	-8.8
bCat KO growth	75.2	74.0	106.3	91.4	100.9	91.2	80.1
Phagocytosis inh	-5.0	-9.9	-1.4	-0.2	-0.9	-2.1	-1.4
Yeast growth inh	-35.0	-24.4	-12.0	-33.1	-25.3	-14.5	-69.0
